TcdB inh = blocks C. difficile toxin B glycohydrolase activity; P18177; TcdB glycohydrolase enzymatic assay, plate reader; inhibition, % at 9.99 µM; actives 0.24% (n = 350,000); in the data active = inhibition above about 10%
* hit, by the source's call. This is a subset; count on the stated rates, not on these rows.

SMILES | TcdB inh
C[C@H]1CN([C@@H](C)CO)C(=O)c2cc(C#Cc3ccccc3F)cnc2O[C@@H]1CN(C)C(=O)C1CC1 | -2.3
COC(=O)C1=C(C)N(Cc2cccc(C(F)(F)F)c2)C(=NCc2ccc(OC)cc2)NC1c1cccc(Cl)c1 (configuration not stated) | 1.4
CCCNC(=O)N1CC2(CN(C(=O)COC)C2)c2c(n(C)c3cc(OC)ccc23)[C@@H]1CO | 0.2
CS(=O)(=O)N1Cc2cc(C(=O)NCC3CCCCC3)nc(-c3cccc(-c4cccnc4)c3)c2[C@@H]1CCO | -0.4
Cc1ccccc1-c1ccc([C@H]2[C@@H](CO)N3CCCCN(C(=O)Cc4ccccn4)C[C@H]23)cc1 | -0.4
O=C(C[C@H]1CC[C@H]2[C@@H](COC[C@H](O)CN2C(=O)Nc2cc(Cl)cc(Cl)c2)O1)NCC1CCCCC1 | -0.3
Cc1ccccc1S(=O)(=O)N(C)C[C@H]1OCc2ccccc2-c2c(n(C)c3ccccc23)C(=O)N([C@H](C)CO)C[C@@H]1C | 0.5
O=C(c1ccc(F)cc1)N1CCCCN2[C@H](CO)[C@@H](c3ccc(-c4ccccc4)cc3)[C@H]2C1 | 1.0
Cc1noc(C)c1NC(=O)Nc1cccc2c1O[C@@H](CN(C)C(=O)Nc1ccc(C(F)(F)F)cc1)[C@H](C)CN([C@H](C)CO)C2=O | -1.2
C[C@@H]1CN([C@H](C)CO)C(=O)c2cc(NC(=O)c3ccncc3)ccc2O[C@@H](C)CCCCO[C@H]1CN(C)C(=O)Nc1ccccc1 | -1.9
O=C(C[C@@H]1C[C@H]2c3cc(NC(=O)C4CCC4)ccc3O[C@H]2[C@H](CO)O1)NCCc1ccccc1 | 0.1
C[C@@H]1CN([C@@H](C)CO)C(=O)c2ccccc2-c2ccccc2CO[C@H]1CN(C)C(=O)Nc1ccc2c(c1)OCO2 | -0.1
COc1cccc(NC(=O)N2CC(=O)N3[C@@H](CO)[C@@H](c4ccc(C5=CCCC5)cc4)[C@@H]3C2)c1 | -0.4
CN1[C@@H]2Cn3c(ccc(-c4cccnc4)c3=O)[C@H]1[C@@H](C(=O)N1CCC(Cc3ccccc3)CC1)[C@@H]2CO | 0.9
C[C@@H](NC(=O)[C@@H]1[C@@H](CO)[C@@H]2Cn3c(cccc3=O)[C@@H]2N1Cc1ccncc1)c1ccccc1 | 1.3
C[C@@H]1CN([C@H](C)CO)C(=O)c2cccc(NC(=O)c3ccncc3)c2O[C@@H]1CN(C)C(=O)Nc1ccccc1 | 0.3
Cc1noc(C)c1NC(=O)N(C)C[C@@H]1OCCCC[C@H](C)Oc2ccc(NC(=O)NC3CCCCC3)cc2C(=O)N([C@H](C)CO)C[C@H]1C | 1.8
C[C@@H]1CN([C@H](C)CO)C(=O)c2cc(NC(=O)Nc3ccc(C(F)(F)F)cc3)ccc2O[C@@H]1CN(C)Cc1ccc(C(=O)O)cc1 | 0.9
COc1ccccc1S(=O)(=O)N[C@@H]1CC[C@H](CCNC(=O)C2CCCC2)O[C@H]1CO | -8.2
O=C(C[C@H]1CC[C@H]2[C@@H](COC[C@H](O)CN2C(=O)c2ccccc2F)O1)NCc1ccccc1 | 0.1
C[C@@H]1CCCCO[C@@H](CN(C)S(=O)(=O)c2cccs2)[C@H](C)CN([C@@H](C)CO)C(=O)c2cc(NC(=O)C3CCCCC3)ccc2O1 | 1.0
C[C@@H]1CCCCO[C@H](CN(C)C(=O)Nc2ccc(F)cc2)[C@H](C)CN([C@@H](C)CO)C(=O)c2cc(NC(=O)NC3CCCCC3)ccc2O1 | -0.5
CN1C(=O)c2cc(NC(=O)c3ccccc3Cl)ccc2OC[C@@H]2O[C@@H](CC(=O)O)CC[C@@H]21 | 0.9
CN(C)C(=O)c1cccc(-c2ccc([C@@H]3[C@H]4CN(S(C)(=O)=O)CCCCN4[C@H]3CO)cc2)c1 | -1.0
O=C(Nc1ccccc1)N1C[C@@H]2[C@H](c3ccccc31)[C@@H](CO)N2CC1CCCC1 | 0.1
CCC(=O)Nc1ccc2c(c1)C(=O)N(C)C[C@@H](OC)[C@@H](C)CN(Cc1ccccn1)[C@@H](C)CO2 | -2.0
CCCNC(=O)N(C)C[C@H]1Oc2ncc(-c3ccccc3)cc2C(=O)N([C@H](C)CO)C[C@H]1C | 0.9
C[C@@H]1CN([C@H](C)CO)C(=O)c2cc(C#CCc3ccccc3)cnc2O[C@H]1CN(C)CC1CCCC1 | -0.2
CC(C)NC(=O)Nc1ccc2c(c1)CC(=O)N([C@H](C)CO)C[C@H](C)[C@H](CN(C)C)O2 | 1.1
Cn1cnc(S(=O)(=O)N[C@@H]2CC[C@H](CC(=O)Nc3ccc(-c4ccccc4)cc3)O[C@@H]2CO)c1 | 1.2
Cc1ccc(S(=O)(=O)Nc2ccc3c(c2)CC(=O)N([C@@H](C)CO)C[C@@H](C)[C@H](CN(C)Cc2ccncc2)O3)cc1 | 0.7
C[C@@H]1CN([C@@H](C)CO)C(=O)c2cccc(NS(=O)(=O)c3cn(C)cn3)c2O[C@@H]1CN(C)S(=O)(=O)c1ccccc1 | -0.8
Cc1noc(C)c1NC(=O)Nc1ccc2c(c1)C(=O)N([C@H](C)CO)C[C@H](C)[C@@H](CN(C)S(=O)(=O)c1ccc(Cl)cc1)OCCCC[C@H](C)O2 | -0.2
C[C@@H]1CN([C@H](C)CO)C(=O)c2cccc(NS(=O)(=O)c3ccc(F)cc3)c2O[C@H]1CN(C)S(=O)(=O)c1cn(C)cn1 | 0.2
O=C(C[C@@H]1CC[C@@H]2[C@H](COC[C@H](O)CN2Cc2ccc(F)cc2)O1)NCCc1ccccc1 | -2.1
COC(=O)C1=C(C)N(Cc2ccccc2)C(=S)NC1c1cccc(Br)c1 (configuration not stated) | 1.2
C[C@@H]1CN([C@H](C)CO)C(=O)Cc2cc(NC(=O)c3ccncc3)ccc2O[C@@H]1CN(C)C(=O)NC1CCCCC1 | -0.7
COc1ccc(NC(=O)Nc2ccc3c(c2)CC(=O)N([C@@H](C)CO)C[C@@H](C)[C@H](CN(C)S(=O)(=O)c2cccs2)O3)cc1 | 0.0
Cc1noc(C)c1NC(=O)Nc1ccc2c(c1)C(=O)N([C@@H](C)CO)C[C@@H](C)[C@@H](CN(C)C(=O)Nc1ccc(F)cc1)OCCCC[C@@H](C)O2 | 0.6
O=C(C[C@@H]1CC[C@@H]2[C@H](COC[C@H](O)CN2C(=O)c2ccc3c(c2)OCO3)O1)NC1CCC1 | -1.4
COc1ccc(NC(=O)Nc2ccc3c(c2)[C@H]2C[C@@H](CC(=O)NCc4ccc5c(c4)OCO5)O[C@@H](CO)[C@H]2O3)cc1 | -0.3
OC(CSc1nc2ccccc2s1)CC(O)c1ccccc1 (configuration not stated) | 0.2
CO[C@H]1CN(C)C(=O)c2ccc(NS(=O)(=O)c3ccccc3Cl)cc2OC[C@H](C)NC[C@@H]1C | 0.4
C[C@H](NC(=O)C[C@H]1CC[C@H]2[C@@H](COC[C@@H](O)CN2C(=O)Nc2ccccc2)O1)c1ccccc1 | -1.0
CN(Cc1ccc(Cl)c(Cl)c1)C(C(=O)NCc1ccccc1)c1ccco1 (configuration not stated) | 0.8
C[C@@H]1CCCCO[C@@H](CN(C)S(=O)(=O)c2ccccc2)[C@@H](C)CN([C@@H](C)CO)C(=O)c2cc(NC(=O)c3ccccc3)ccc2O1 | -2.1
C[C@@H]1CN([C@H](C)CO)C(=O)c2cc(NC(=O)Nc3ccc4c(c3)OCO4)ccc2O[C@@H]1CN(C)Cc1ccc(C(F)(F)F)cc1 | 1.4
CC(C)CC#Cc1ccc2c(c1)O[C@H](CN(C)C(=O)c1ccccc1)[C@H](C)CN([C@@H](C)CO)S2(=O)=O | 1.1
Cc1ccccc1-c1ccc([C@@H]2[C@@H](CO)N3C(=O)CN(C(=O)Nc4ccc(F)cc4)C[C@H]23)cc1 | 0.3
C[C@H]1CN([C@@H](C)CO)C(=O)c2cccc(N(C)C)c2O[C@@H]1CN(C)Cc1ccc(C(=O)Nc2ccccc2N)cc1 | 1.1
Cc1ccc(S(=O)(=O)Nc2ccc3c(c2)CC(=O)N([C@H](C)CO)C[C@@H](C)[C@@H](CN(C)S(=O)(=O)c2cccs2)O3)cc1 | 1.3
O=C(C[C@@H]1C=C[C@@H](NC(=O)c2ccncc2)[C@@H](CO)O1)NCCc1ccncc1 | 0.0
Cc1ccc(S(=O)(=O)N(C)C[C@H]2Oc3ccc(NC(=O)C4CCCCC4)cc3C(=O)N([C@H](C)CO)C[C@@H]2C)cc1 | -1.3
O=C(C[C@H]1C[C@@H]2c3cc(NC(=O)c4ccc5c(c4)OCO5)ccc3O[C@@H]2[C@H](CO)O1)NCc1ccc(Cl)cc1 | -0.1
O=C(C[C@@H]1CC[C@H]2[C@@H](COC[C@@H](O)CN2C(=O)c2ccncc2)O1)NC1CCC1 | 0.4
Cc1noc(C)c1NC(=O)N[C@H]1CC[C@@H](CC(=O)Nc2ccc(-c3ccccc3)cc2)O[C@@H]1CO | -3.6
COc1ccc(NC(=O)N(C)C[C@H]2Oc3ccc(NS(=O)(=O)c4ccc(F)cc4)cc3C(=O)N([C@@H](C)CO)C[C@@H]2C)cc1 | 0.6
Cn1cnc(S(=O)(=O)N2CCCCN3[C@H](CO)[C@H](c4ccc(-c5ccccc5F)cc4)[C@@H]3C2)c1 | -0.9
C[C@@H](NC(=O)[C@H]1[C@H](CO)[C@H]2Cn3c(cccc3=O)[C@H]2N1S(C)(=O)=O)c1ccccc1 | -0.8
COc1ccccc1-c1ccc2n(c1=O)C[C@@H]1[C@@H](CO)[C@H](C(=O)N(C)C)N(C(=O)c3cccnc3)[C@H]21 | 1.5

Ten neighbouring entries already listed, quoted:
SMILES | TcdB inh
COc1ccc(NC(=O)Nc2ccc3c(c2)[C@H]2C[C@@H](CC(=O)NCc4ccc5c(c4)OCO5)O[C@@H](CO)[C@H]2O3)cc1 | -0.3
OC(CSc1nc2ccccc2s1)CC(O)c1ccccc1 (configuration not stated) | 0.2
CO[C@H]1CN(C)C(=O)c2ccc(NS(=O)(=O)c3ccccc3Cl)cc2OC[C@H](C)NC[C@@H]1C | 0.4
C[C@H](NC(=O)C[C@H]1CC[C@H]2[C@@H](COC[C@@H](O)CN2C(=O)Nc2ccccc2)O1)c1ccccc1 | -1.0
CN(Cc1ccc(Cl)c(Cl)c1)C(C(=O)NCc1ccccc1)c1ccco1 (configuration not stated) | 0.8
C[C@@H]1CCCCO[C@@H](CN(C)S(=O)(=O)c2ccccc2)[C@@H](C)CN([C@@H](C)CO)C(=O)c2cc(NC(=O)c3ccccc3)ccc2O1 | -2.1
C[C@@H]1CN([C@H](C)CO)C(=O)c2cc(NC(=O)Nc3ccc4c(c3)OCO4)ccc2O[C@@H]1CN(C)Cc1ccc(C(F)(F)F)cc1 | 1.4
CC(C)CC#Cc1ccc2c(c1)O[C@H](CN(C)C(=O)c1ccccc1)[C@H](C)CN([C@@H](C)CO)S2(=O)=O | 1.1
Cc1ccccc1-c1ccc([C@@H]2[C@@H](CO)N3C(=O)CN(C(=O)Nc4ccc(F)cc4)C[C@H]23)cc1 | 0.3
C[C@H]1CN([C@@H](C)CO)C(=O)c2cccc(N(C)C)c2O[C@@H]1CN(C)Cc1ccc(C(=O)Nc2ccccc2N)cc1 | 1.1

Other entries.
SMILES | TcdB inh
CCS(=O)(=O)N1[C@@H](CO)[C@H](c2ccccc2)C12CN(C(=O)C1CCCC1)C2 | -3.5
COc1ccc(NC(=O)N[C@@H]2CC[C@@H](CCNC(=O)Cc3ccncc3)O[C@@H]2CO)cc1 | 1.4
C[C@H]1CN([C@@H](C)CO)C(=O)c2cc(NC(=O)c3ccncc3)ccc2O[C@@H]1CN(C)Cc1ccc(C(=O)O)cc1 | 0.4
CO[C@@H]1CN(C)C(=O)c2cc(NC(=O)Nc3ccccc3Cl)ccc2OC[C@@H](C)NC[C@@H]1C | 0.4
O=C(C[C@@H]1CC[C@@H]2[C@H](COC[C@H](O)CN2C(=O)Nc2ccc(Cl)c(Cl)c2)O1)NCc1ccccc1 | -0.3
O=C(C[C@H]1C[C@@H]2c3cc(NC(=O)CC4CC4)ccc3O[C@@H]2[C@H](CO)O1)NCC(F)(F)F | 0.0
CN(C)CC(=O)Nc1ccc2c(c1)[C@H]1C[C@H](CC(=O)NCc3cc(F)ccc3F)O[C@H](CO)[C@H]1O2 | -0.1
CCOC(=O)C1CSCCS(=O)(=O)N1Cc1cc(F)ccc1Br (configuration not stated) | 0.6
C[C@@H]1CN([C@H](C)CO)C(=O)c2c(c3ccccc3n2C)-c2ccccc2CO[C@@H]1CN(C)Cc1cccc(O)c1 | -5.3
Cc1noc(C)c1NC(=O)N(C)C[C@@H]1Oc2ccc(NC(=O)Nc3ccc(C(F)(F)F)cc3)cc2CC(=O)N([C@@H](C)CO)C[C@@H]1C | 0.0
C[C@H](CO)N1C[C@H](C)[C@H](CN(C)Cc2cccc(C(=O)O)c2)Oc2cc(C3=CCCCC3)ccc2S1(=O)=O | 0.3
COc1ccc(NC(=O)Nc2ccc3c(c2)C(=O)N([C@H](C)CO)C[C@H](C)[C@@H](CN(C)Cc2ccc(C(=O)O)cc2)O3)cc1 | -0.3
CC(C)NC(=O)N1CCCCN2[C@H](CO)[C@@H](c3ccc(C#CC4CC4)cc3)[C@@H]2C1 | 0.2
C[C@H](CO)N1C[C@H](C)[C@H](CN(C)C(=O)CN(C)C)Oc2cc(-c3ccc(C#N)cc3)ccc2S1(=O)=O | -0.6
CNC[C@H]1Oc2ccc(NS(=O)(=O)c3ccc(Cl)cc3)cc2CC(=O)N([C@H](C)CO)C[C@H]1C | -2.1
C[C@H]1CN([C@@H](C)CO)C(=O)c2cc(NC(=O)Nc3ccc(C(F)(F)F)cc3)ccc2O[C@H]1CN(C)C(=O)Nc1ccc2c(c1)OCO2 | -1.0
CC(=O)N1CC(=O)N2[C@H](CO)[C@H](c3ccc(C#CC(C)C)cc3)[C@H]2C1 | -0.2
C/C=C/c1ccc([C@@H]2[C@@H](CO)N(C(C)=O)C23CN(C(=O)c2ccc(F)cc2)C3)cc1 | -0.4

Bioassay records: PubChem BioAssay, Broad Institute
